S1P4 antagonist = human S1P4 receptor antagonism. AID 1510. 220,000 tested, 0.26% active. O95977. inhibition, % at 4.98 µM. S1P4-expressing cells, antagonist mode, reporter read-out; in the data active = inhibition above about 29%;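 note: 0% = wells stimulated with agonist and 100% = vehicle wells without agonist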
Target sequence (O95977 whole entry, looked up): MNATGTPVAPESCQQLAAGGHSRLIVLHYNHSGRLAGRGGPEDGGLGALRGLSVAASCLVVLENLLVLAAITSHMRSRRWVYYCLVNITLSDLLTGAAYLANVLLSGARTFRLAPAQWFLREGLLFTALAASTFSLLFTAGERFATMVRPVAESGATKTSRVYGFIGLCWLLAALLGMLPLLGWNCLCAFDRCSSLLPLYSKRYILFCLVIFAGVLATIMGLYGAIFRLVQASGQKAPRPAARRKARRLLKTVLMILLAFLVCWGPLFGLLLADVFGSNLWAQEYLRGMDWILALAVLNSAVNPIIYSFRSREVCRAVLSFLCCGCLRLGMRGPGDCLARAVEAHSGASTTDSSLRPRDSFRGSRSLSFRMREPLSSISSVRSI
EP2 modulator = modulators of human EP2 prostaglandin E2 receptor. P43116. EP2-expressing cells, cAMP HTRF FRET, PGE2 co-stimulation. induction, % at 25 µM. 260,000 tested, 0.83% active. AID 940;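 active = compounds whose cAMP rise, as percent of the full-agonist control response, exceeds 60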;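 note: rat C6 glioma line stably carrying human EP2 under a CMV promoter; the protocol text gives 20 µM as final concentration; 100% = response of wells given 1 µM PGE2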
S1P4 agonist = agonists of human S1P4 receptor | S1P4-expressing cell line, agonist reporter assay | activation, % at 4.98 µM | 220,000 tested, 0.35% active | AID 1509; in the data active = activation above about 11%;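 note: 0% = DMSO vehicle and 100% = reference agonist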
NPY Y1 blocker = antagonists of human neuropeptide Y receptor Y1; HEK293-CNG Y1 cells, membrane potential fluorescence; NPY at EC95, then isoproterenol; 200,000 tested, 1% active; P25929; inhibition, % at 3.6 µM;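 active = inhibition above the campaign mean inhibition of all tested compounds plus 3 SD, cut at about 20% in these data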;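 note: 0% = DMSO wells given NPY plus isoproterenol and 100% = isoproterenol alone without NPY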
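Material: HEK293 Y1/CNG channel cell line; also added: NPY (25 nM), isoproterenol (1 µM), Ro 20-1724 (25 µM); doses: one concentration, 3.6 µM, in 0.4% DMSO; schedule: compound incubation 1 h at room temperature, readout 45 min post-stimulation; technique: membrane potential fluorescence; measure: fluorescence ratio normalized to % inhibition between controls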
NPY-Y2 PAM-ag = human NPY-Y2 potentiation or agonism, primary screen; P49146; cells expressing NPY-Y2, potentiator/agonist read-out; activation, % at 3.6 µM; 220,000 tested, 0.45% active; in the data active = activation above about 27%;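 note: cells stimulated with NPY near EC25 plus isoproterenol at EC100; 0% = vehicle plus submaximal agonist and 100% = vehicle plus saturating agonist; some results beyond the cut were filed as inactive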
Target sequence (P49146 whole entry, looked up): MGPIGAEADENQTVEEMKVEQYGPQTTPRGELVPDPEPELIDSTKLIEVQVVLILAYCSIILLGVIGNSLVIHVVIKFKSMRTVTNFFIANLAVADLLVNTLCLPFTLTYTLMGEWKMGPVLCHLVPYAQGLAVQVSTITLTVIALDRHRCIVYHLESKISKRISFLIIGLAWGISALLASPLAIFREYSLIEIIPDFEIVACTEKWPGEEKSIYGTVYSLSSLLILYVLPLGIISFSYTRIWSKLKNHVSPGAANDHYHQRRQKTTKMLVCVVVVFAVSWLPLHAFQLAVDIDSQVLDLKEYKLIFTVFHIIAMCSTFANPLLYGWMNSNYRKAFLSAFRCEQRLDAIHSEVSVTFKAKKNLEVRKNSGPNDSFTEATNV
EP2 antag = EP2 receptor (human) inhibition; C6 glioma cells expressing human EP2, cAMP TR-FRET; cells stimulated with saturating PGE2; inhibition, % at 25 µM; 260,000 tested, 0.52% active; P43116; AID 1422;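 active = percent inhibition above 40 after rounding to a whole number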;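 note: rat C6 glioma host cells with rolipram phosphodiesterase inhibitor present; the protocol text gives 20 µM as final concentration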
NPY1 pot ag = potentiates or activates human NPY-Y1 receptor; P25929; NPY-Y1 expressing cells, potentiator/agonist activation; activation, % at 3.6 µM; 220,000 tested, 0.37% active; in the data active = activation above about 33%, passing the limit was not always enough;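 note: cells stimulated with NPY at EC10 then isoproterenol at EC100; 0% = low agonist plus stimulus and 100% = saturating agonist plus stimulus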
eIF4E 4G PPI = eIF4E/eIF4G interaction inhibition in translation initiation. TR-FRET eIF4E-eIF4GI(517-606) binding, 2 h. inhibition, % at 21.7 µM. 220,000 tested, 0.37% active;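 active = inhibition above about 30%, limit read from the data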;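 note: 0% = full FRET control wells and 100% = background wells lacking eIF4GI fragment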
p97 inhibitor = blocks human p97 ATPase activity | inhibition, % at 8 µM | 220,000 tested, 0.42% active | P55072 | recombinant p97 ATPase, Kinase-Glo ATP luminescence, 3 h; in the data active = inhibition above about 15%;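 note: 0% = DMSO vehicle and 100% = wells lacking enzyme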
* = called active by the depositor; . = not tested or not shown; & = joins results of further samples; [ ] = remark or other dose. The list is partial; count on the stated rates, not on these rows.

SMILES | S1P4 antagonist | EP2 modulator | S1P4 agonist | NPY Y1 blocker | NPY-Y2 PAM-ag | EP2 antag | NPY1 pot ag | eIF4E 4G PPI | p97 inhibitor
Cc1csc(=Nc2c(C)n(C)n(-c3ccccc3)c2=O)n1-c1ccccc1 | -18.6 | 29.1 | 1.4 | -1.3 | 5.4 | 5.8 | -8.6 | 2.7 | -1.1
Nc1nccc(/C=C/c2c(F)cccc2Cl)n1 | 1.1 | -50.4 | 2.4 | 1.8 | 4.1 | 3.3 | 9.7 | 3.0 | 2.4
O=C(CSc1n[nH]c(-c2ccccc2)n1)Nc1ncc(Br)cc1Br | 1.6 | 14.7 | -1.7 | -3.3 | -15.5 | 8.6 | -17.5 | 1.4 | 5.2
CCCC(=O)NCCCc1nc2ccccc2[nH]1 | 2.7 | 18.9 | -1.1 | 2.0 | 4.1 | 6.1 | 7.1 | -2.5 | 5.3
COc1ccc(S(=O)(=O)NC(C)C)cc1C(=O)NC1CCCCC1 | 3.6 | 28.8 | 1.5 | 4.8 | -4.9 | 3.7 | 5.7 | 12.5 | 3.6
c1ccc(C(c2nnnn2C2CCCC2)N2CCCCCC2)nc1 (stereo not given) | -7.9 | 3.4 | 1.9 | 2.1 | -7.9 | 10.1 | 18.9 | 4.4 | 0.7
CCOC(=O)c1ccccc1NC(=O)Cn1cnc2c(cnn2-c2ccc(F)cc2)c1=O | 7.4 | 27.0 | 1.0 | 6.4 | 0.4 | 16.4 | -0.3 | -31.6 | -2.7
CC(C)(C)C(=O)NCCc1nc2ccccc2n1CC(=O)c1ccc(Cl)cc1 | -14.3 | 2.4 | 1.6 | 3.1 | -2.5 | 11.0 | -24.3 | 2.5[fluorescence artefact?] | 1.2
Cc1ccc(C(C)C)c(OCc2n[nH]c(=S)o2)c1 | -15.7 | 16.1&22.0 | 2.2 | 22.8* | -23.4 | 6.8&5.4 | -8.6 | -3.0 | 3.0
CCOC(=O)CSc1nnc(CNC(=O)c2cccs2)n1Cc1ccccc1 | -5.5 | 31.2 | 1.1 | -1.2 | 3.5 | 2.9 | -4.3 | 3.5 | 2.6
CC(=O)NC(=S)Nc1sc2c(c1C#N)CCCCC2 | -9.9 | 4.7 | 2.1 | 2.4 | 8.6 | 11.2 | 1.9 | 1.1[fluorescence artefact?] | 4.3
CCOc1ccc(C2C(C(=O)c3cccs3)=C(O)C(=O)N2Cc2cccnc2)cc1OC (stereo not given) | 3.5 | 22.1 | -0.1 | -5.2 | 8.0 | 2.2 | -2.9 | -2.8 | 1.6
COc1ccc(C(C)C)cc1S(=O)(=O)NCc1ccccn1 | -21.1 | 24.2 | -1.5 | 0.7 | 1.2 | 3.4 | -21.8 | -1.7 | -5.0
CCOC(=O)C(=NC(C)CC)NNc1ccc(Br)cc1 (stereo not given) | 5.0 | 28.3 | -2.0 | 1.6 | 2.1 | 3.1 | 3.3 | -7.5 | -9.3
Cc1[nH]c2c(C)cccc2c1CC(=O)O | 11.3 | 28.3 | -1.1 | 0.2 | -5.8 | 6.3 | 10.2 | -5.0 | 0.5
CCOC(=O)c1nn(-c2ccccc2C)c(=O)c(C#N)c1C | 10.9 | 24.8&9.2 | -0.3 | 3.5 | -7.7 | 8.8&10.5 | -12.1 | 7.9 | 6.8
C=CCNC(=O)COc1ccc(S(=O)(=O)Nc2ccc(OCC)cc2)cc1 | -3.1 | -21.7 | -0.5 | 5.2 | 0.4 | 8.6 | 19.6 | 2.0[fluorescence artefact?] | 6.2
Cc1ccc([N+](=O)[O-])cc1N=C(c1cccc(Br)c1)N1CCOCC1 | 3.6 | 4.3 | 0.9 | -2.4 | -15.0 | 10.4 | 7.2 | -0.7 | 0.7
O=C(N/N=C/c1ccncc1)C1CC1(c1ccccc1)c1ccccc1 (stereo not given) | 0.7 | -1.1 | -0.6 | . | 0.5 | 15.1 | 18.5 | -2.5 | -0.2
Cc1ccc(NC(=O)CCC(=O)NNS(=O)(=O)c2ccccc2)c(C)c1 | 1.4 | 22.8 | 0.3 | 4.7 | 4.5 | 5.9 | 7.4 | -3.7 | 2.0
COc1ccc(NC(=O)c2cc(S(=O)(=O)N3CCCCC3)ccc2N2CCCCC2)cn1 | -11.0 | 4.0 | 1.9 | 5.3 | 0.5 | 7.7 | -12.2 | 1.1 | -6.3
CC(C)n1c(NCCc2ccccc2)nc2c1c(=O)n(C)c(=O)n2C | -26.7 | -14.0 | -0.4 | 2.2 | -4.5 | 14.5 | -29.0 | -1.8 | -4.3
CCOC(=O)c1c(C)oc2c(CC(=O)c3ccccc3)c(Cl)c(O)c(O)c12 | 8.2 | 32.7 | 0.3 | 7.2 | -8.7 | 9.8 | -45.4 | -4.3 | 4.8
COCCNC(=O)c1ccc(CS(=O)(=O)c2ccc(Cl)cc2)o1 | 2.1 | 5.7 | 0.1 | -8.8 | 19.8 | 9.1 | 15.1 | 12.3 | 7.0
COc1cc(/C=C/C(=O)OCC(=O)Nc2ccccc2Sc2ccc(Cl)cc2)ccc1O | -5.8 | 7.3 | 0.9 | 4.8 | -9.4 | 10.4 | -43.4 | 7.6[fluorescence artefact?] | -1.4

Grouped by structure, the compounds so far with fluorine
SMILES | S1P4 antagonist | EP2 modulator | S1P4 agonist | NPY Y1 blocker | NPY-Y2 PAM-ag | EP2 antag | NPY1 pot ag | eIF4E 4G PPI | p97 inhibitor
Nc1nccc(/C=C/c2c(F)cccc2Cl)n1 | 1.1 | -50.4 | 2.4 | 1.8 | 4.1 | 3.3 | 9.7 | 3.0 | 2.4
CCOC(=O)c1ccccc1NC(=O)Cn1cnc2c(cnn2-c2ccc(F)cc2)c1=O | 7.4 | 27.0 | 1.0 | 6.4 | 0.4 | 16.4 | -0.3 | -31.6 | -2.7

Further entries
SMILES | S1P4 antagonist | EP2 modulator | S1P4 agonist | NPY Y1 blocker | NPY-Y2 PAM-ag | EP2 antag | NPY1 pot ag | eIF4E 4G PPI | p97 inhibitor
O=C(CCc1nnc(CCCc2ccccc2)o1)N1CCCCCC1 | 4.5 | -7.6 | -0.1 | 1.8 | -7.3 | -0.6 | -4.5 | -2.7 | 3.2
CN(C)c1c(-c2ccccc2)cc(-c2ccccc2)[nH]c1=O | -4.8 | -6.7 | -1.0 | . | 0.1 | 6.8 | 12.3 | 0.3 | 7.7
COc1ccc(-c2cn3c4c(sc3n2)CCCC4)cc1 | -0.8 | 16.1 | 0.4 | 4.8 | -1.3 | 6.4 | -12.2 | -2.1 | -6.8
O=C(CSc1nncn1-c1cccnc1)N(c1ccccc1)c1ccccc1 | -7.2 | 10.0 | -0.3 | 3.6 | 3.2 | 7.0 | 7.6 | -0.7 | -6.2
O=C(O)COc1ccccc1/C=N/NC(=O)CSc1nnc(SCc2ccc(Cl)cc2)s1 | 16.8 | -22.4 | 0.8 | . | -7.0 | 4.7 | 18.2 | -1.4 | -0.6
O=C(O)CCN1C(=O)/C(=C\c2ccc(-c3nc4ccccc4s3)o2)SC1=S | -1.6 | 11.4 | -0.7 | -0.8 | -6.8 | 12.4 | -8.2 | 19.7[fluorescence artefact?] | 4.8
CC(=O)C1C(c2ccc(C)cc2)c2c(n[nH]c2C)CC1(C)O (stereo not given) | -2.2 | 4.6 | 1.6 | 2.5 | 7.5 | 3.7 | -7.8 | 5.5 | 1.1
COc1ccc(C(=O)NCC(=O)OCc2ccccc2F)cc1 | -17.8 | -41.9 | 0.8 | 5.6 | 3.4 | 6.1 | -8.0 | 2.5 | 2.1
COc1ccc(/C=N/n2cnnc2)cc1Br | -23.8 | -0.1 | -0.4 | . | 5.6 | 10.1 | 3.4 | 1.3 | 6.1
CCc1cccc(C)c1NC(=O)C1C2CCC(O2)C1C(=O)O (stereo not given) | -14.7 | 5.9 | 1.0 | 7.5 | -14.3 | 6.8 | 5.9 | 1.8[fluorescence artefact?] | -2.4
Cc1cccc2sc(N(CCN(C)C)C(=O)c3cc(Cl)sc3Cl)nc12 | -13.5 | 31.9 | 3.5 | 12.1 | 7.1 | 9.2 | -12.5 | 5.0 | 4.6
CCCNC(=O)CC(NS(=O)(=O)c1ccc(Cl)cc1)c1ccco1 (stereo not given) | -17.4 | -5.5 | 2.0 | -0.4 | -26.6 | 5.1 | -1.3 | -10.3 | -4.4
Cc1c(Br)c([N+](=O)[O-])nn1C(C)C(=O)NCc1ccco1 (stereo not given) | -6.8 | 15.4 | -2.4 | 2.5 | -9.6 | 7.7 | 4.7 | 5.0 | -3.2
CC(=O)N1N=C(c2ccc(C)o2)CC1c1cccc(F)c1 (stereo not given) | -1.8 | 9.3 | 1.8 | 4.2 | 2.6 | 4.7 | 4.5 | -1.9 | -0.6
CCNS(=O)(=O)c1ccc(CCC(=O)O)cc1 | -10.4 | 35.3 | 0.2 | 0.2 | -5.2 | 7.2 | 1.6 | 0.4 | 7.9
Nc1[nH]c(N=NC(=O)c2ccc(Cl)cc2)c2ccccc12 | -10.8 | 22.6 | -0.5 | 1.1 | 17.1 | 8.6 | -14.3 | -2.5 | 5.4
O=C(CSc1c2c(nc3ccccc13)CCCC2)NCc1ccco1 | -4.0 | -7.6 | 0.1 | -8.1 | -1.6 | 5.3 | -1.2 | 1.1 | -3.0
COc1cccc(-n2cnnn2)c1 | -0.8 | 17.8 | 1.6 | 2.0 | 1.3 | -1.6 | -10.0 | -5.8 | -6.6
COC(=O)CCCC(=O)Nc1ccc(Cl)c(Cl)c1 | -4.3 | 11.3 | 0.9 | -5.1 | 14.6 | 11.9 | -2.0 | 5.1 | 3.2
Cc1cc(C(=O)N(C)C)sc1-c1ccccc1 | 6.3 | 25.3 | 0.5 | -2.8 | -1.5 | 18.9 | -2.4 | 1.3 | 0.5
COc1ccc(S(=O)(=O)c2cnc3ccccc3n2)cc1 | -12.3 | -13.4 | 1.3 | 2.2 | -0.7 | 15.9 | -2.2 | 19.6 | 6.5
Cc1cc(C)c2[nH]c(=O)c(C(c3nnnn3Cc3ccc4c(c3)OCO4)N3CCC(C)CC3)cc2c1 (stereo not given) | -23.7 | 19.0 | 0.4 | 2.5 | -3.8 | 9.5 | -36.1 | 13.0[fluorescence artefact?] | -1.7
C#CCNC(=O)C1=C[C@H](c2ccc(Br)cc2)[C@@H](CCCO)[C@H](OCC)O1 | 8.7 | -16.9 | 0.6 | -1.9 | 2.4 | 2.5 | 4.0 | -2.0 | -2.4
COc1ccc(C2C(C(=O)OC(C)C)=C(C)N=c3s/c(=C\c4cccs4)c(=O)n32)cc1 (stereo not given) | -1.5 | 1.8 | -3.1 | 3.8 | 2.1 | 20.1 | 21.3 | 10.6 | 0.4
CC(=O)N1c2ccccc2N2C(c3c(C)c(C)cc(C)c3C)=NON12 | -25.4 | 47.0 | 1.8 | 6.8 | 3.8 | 6.6 | 19.9 | 1.0 | 5.8
CCCc1cc(=O)oc2cc(OCC(=O)NCc3cccs3)ccc12 | -8.4 | -20.3 | -0.9 | 8.0 | -3.1 | 8.4 | -21.3 | 3.1 | 1.4
CN(C)c1ccc(-c2nn3c(C4CCCCC4)nnc3s2)cc1 | -19.7 | -43.8 | 0.4 | 3.8 | -0.1 | 9.8 | -6.9 | -8.2 | 0.5
COc1ccc(-n2c(Cc3cccn3C)nnc2SCC(=O)NCC2CCCO2)cc1 (stereo not given) | 5.8 | 4.9 | 1.5 | -2.3 | 0.7 | 6.9 | 0.8 | 16.9 | 1.8

Screening results from PubChem.
